Source: PubChem BioAssay
KinaseGlo FLuc: blocks Kinase-Glo luciferase, a counter-screen artifact | Q27757 | Kinase-Glo luciferase, ATP luminescence, 8 min | Potency, µM (highest dose often 38.3 µM), for the others: at the top dose activity change, negative = inhibition, hits mostly inhibitors | 200,000 tested, 0.28% active | AID 1379; note: potency is the fitted concentration of half-maximal effect; % is set by controls: 0 for no effect and ±100 for the full control effect; nearly all actives have a fitted effect of over 60% in size
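Inhibition of Kinase-Glo luciferase light generation was assessed at 10 uM ATP in pH 7.2 imidazole buffer, with luminescence measured after eight minutes at ambient temperature.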
Lamin A splicing: modulators of lamin A splicing | AID 1487 | 200,000 tested, 0.01% active | HeLa LMNA splicing GFP/RFP minigene ratio, 48 h | Potency, µM (doses to about 46.1 µM), for inactives: top-dose ratio change, negative = inhibition, usual class: inhibitors; active = well fitted inhibition curve with a large enough effect in the signal ratio, with a control signal flat, not every such curve was filed as active; inconclusive = small, poorly fitted or top-dose-only effect, or effect the other way, or a change in a side signal; the % refers to the signal ratio; note: potency is the fitted concentration of half-maximal effect; % is set by controls: 0 for no effect and ±100 for the full control effect
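Read-out is the ratio of GFP to DsRed2 object intensity, acquired by 488 nm laser-scanning cytometry on HeLa lamin A-EGFP minigene reporter cells. Compound incubation 48 hrs at 37 °C in Opti-MEM with 2% FBS; DMSO 0.5% final.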
Epigenetic reg: regulators of epigenetic silencing causing reporter derepression in mouse cells; murine LDR cells, GFP reporter derepression, 30 h; Potency, µM (top dose mostly 53.9 µM), for inactives: top-dose GFP activation, hits mostly activators; 280,000 tested, 0.2% active; note: potency is the fitted concentration of half-maximal effect; % of control where 0% means no effect; nearly all actives have a fitted effect of over 60% in size
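Reporter derepression read as number of fluorescent GFP-positive objects, 20-120 um in size, counted by laser-scanning cytometer. Mouse LDR line with an epigenetically silenced CMV-GFP locus; compound incubation 30 h, 37 C.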
CBFb-RUNX1 inh: blocks binding between human CBF-beta and RUNX1; Q01196+Q13951; AlphaScreen CBFb-His/RUNX1-biotin binding, biochemical; Potency, µM (top dose mostly 59.8 µM), without a hit: at the highest dose activity, negative = inhibition, hits mostly inhibitors; 230,000 tested, under 10 active; note: % of control where 0% means no effect
Target sequence (Q01196 whole entry, looked up): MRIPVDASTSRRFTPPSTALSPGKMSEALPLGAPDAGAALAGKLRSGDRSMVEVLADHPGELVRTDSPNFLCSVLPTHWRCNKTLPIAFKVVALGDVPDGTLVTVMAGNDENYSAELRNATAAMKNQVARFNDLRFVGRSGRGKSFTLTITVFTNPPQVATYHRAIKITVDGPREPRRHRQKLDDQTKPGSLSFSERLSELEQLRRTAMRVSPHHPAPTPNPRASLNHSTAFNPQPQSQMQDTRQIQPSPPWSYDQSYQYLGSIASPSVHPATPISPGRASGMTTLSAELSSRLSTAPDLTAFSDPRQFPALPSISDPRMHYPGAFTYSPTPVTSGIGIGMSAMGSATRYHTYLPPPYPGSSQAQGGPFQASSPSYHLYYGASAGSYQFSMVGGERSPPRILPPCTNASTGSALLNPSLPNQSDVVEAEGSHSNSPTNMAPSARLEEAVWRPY
Target sequence (Q13951 whole entry, looked up): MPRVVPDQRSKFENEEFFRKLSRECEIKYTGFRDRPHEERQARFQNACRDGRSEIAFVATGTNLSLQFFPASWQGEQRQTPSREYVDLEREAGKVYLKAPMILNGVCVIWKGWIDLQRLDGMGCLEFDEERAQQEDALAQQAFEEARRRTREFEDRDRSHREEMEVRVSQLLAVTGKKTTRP
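Proteins preincubated together for 20 min at RT before compound addition; 15 min later, nickel and streptavidin beads were added and left 90 min prior to AlphaScreen measurement.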
aGal spleen mod: alpha-galactosidase A (human) modulation; P06280; human spleen homogenate, 4MU-alpha-Gal fluorescence, 40 min; Potency, µM (titrated, usually from 80 µM), inactives show top-dose activity change, negative = inhibition, usual class: inhibitors; 240,000 tested, 0.008% active; AID 2107;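 note: potency is the fitted concentration of half-maximal effect; 0% = enzyme with vehicle and -100% = no enzyme basal signal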
Target sequence (P06280 32-429 limits assumed): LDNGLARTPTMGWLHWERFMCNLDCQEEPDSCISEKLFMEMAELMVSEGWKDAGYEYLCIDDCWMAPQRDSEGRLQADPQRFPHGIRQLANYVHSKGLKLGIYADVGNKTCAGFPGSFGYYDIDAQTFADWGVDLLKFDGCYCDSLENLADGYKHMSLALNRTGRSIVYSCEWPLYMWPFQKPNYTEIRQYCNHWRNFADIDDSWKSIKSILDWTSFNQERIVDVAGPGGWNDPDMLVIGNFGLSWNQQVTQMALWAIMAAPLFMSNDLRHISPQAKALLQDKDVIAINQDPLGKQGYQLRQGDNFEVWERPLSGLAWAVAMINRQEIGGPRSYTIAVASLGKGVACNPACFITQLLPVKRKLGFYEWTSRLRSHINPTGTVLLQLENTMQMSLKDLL
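Inhibition or activation of alpha-galactosidase in human spleen homogenate is scored by 4-MU fluorescence after 40 min at 37C, pH 5.0, with 1 mM substrate. AC50s come from concentration-response fitted to the Hill equation.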
IMPase Li cell: IMPase inhibition in cells with lithium potentiation; Potency, µM (highest dose often 59.4 µM), without a hit: top-dose activity, negative = IMPase inhibition, actives largely listed as inhibitors; 210,000 tested, 0.35% active; CHO-M1 cells, IP1 TR-FRET (IP-One), carbachol + lithium;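 note: IP1 builds up when IMPase is blocked and the TR-FRET signal falls; potency is the fitted concentration of half-maximal effect; plate controls were basal vehicle for no effect and high inhibitor control for full effect; nearly all actives have a fitted effect of over 50% in size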
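CHO-M1, 2000 cells/well, 16–30 h culture; cpd + low Li+, 30 min 37C; lysis with d2-IP1/Eu-anti-IP1 Ab, 10 min RT; TR-FRET 665/620 ratio and 620 channel; AC50 via Hill.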
NPSR antagonist: antagonists of human neuropeptide S receptor cAMP signaling. Q6W5P4. CHO-NPSR cells, cAMP TR-FRET, antagonist mode. Potency, µM (highest dose often 38.3 µM), for the others: top-dose activity change, negative = inhibition, hits mostly inhibitors. 220,000 tested, 1% active; note: potency is the fitted concentration of half-maximal effect; % is set by controls: 0 for no effect and ±100 for the full control effect; nearly all actives have a fitted effect of over 50% in size; many of its hits are not listed in these tables
* hit, by the source's call; u = inconclusive; x = no result given; [ ] = remark or other dose. Unless noted, calls come from the whole dose curve; as a rule, active = well fitted curve in the direction sought with a large enough effect; inconclusive = small, poorly fitted or top-dose-only effect, or another doubt; inactive = no such curve, though single readings can be large; an effect the other way counts as inactive or inconclusive.

smiles | IMPase Li cell | NPSR antagonist | CBFb-RUNX1 inh | KinaseGlo FLuc | Lamin A splicing | aGal spleen mod | Epigenetic reg
CN1Cc2c(N3CCOCC3)nc3sc(C(=O)c4ccccc4)c(N)c3c2CC1(C)C | x | 12.6µM* | -7.5% | x | x | 0.8% | 3.7%
CCOC(=O)c1c(NC(=O)CSc2nc3ccccc3c(=O)n2-c2ccc(F)cc2)sc(C(C)=O)c1C | -27.9% | -6.5% | 2.9% | -3.5% | 9.0% | 4.7% | 3.4%
Cc1ccc(CNC(=O)CNC(=S)N(Cc2ccccc2)Cc2cccnc2)cc1 | 3.2% | -5.5% | -2.6% | -1.5% | x | 9.8% | 4.3%
COc1ccc(Cl)cc1NC(=O)COC(=O)CNC(=O)c1ccc([N+](=O)[O-])c(C)c1 | -6.5% | 17.5% | -1.7% | -0.5% | -6.4% | -8.5% | 1.9%
C=Cn1c(N2CCOCC2)nc2c1c(=O)[nH]c(=O)n2C | -5.2%[38.3 µM] | -1.4%[46.1 µM] | 3.6% | -0.6% | 14.2% | 2.0% | -0.8%
COCCCNC(=O)CCc1c(C)nc2c(-c3ccc(F)cc3)c(C)nn2c1C | x | -25.6% | 13.9% | x | x | -2.8% | 1.0%
Cc1ccc(C(C(=O)NC(C)(C)C)N(Cc2ccccc2)C(=O)c2snc(C(N)=O)c2N)o1 (stereo not given) | 7.5% | -52.5% | -5.5% | 2.7% | u | 7.3% | -1.4%
c1ccc(CNc2ccnc(-c3ccc4c(c3)OCO4)n2)cc1 | 7.0% | x | x | -3.2% | -9.2% | 8.6% | -2.2%
S=C(Nc1ccc(Cl)cc1)Nc1cccc2cnccc12 | 4.4% | -3.6% | -18.3% | -2.8% | u | 0.9% | 1.1%
Fc1ccc(-c2nc3c(-c4ccc(Cl)cc4)cnn3cc2CCN2CCOCC2)cc1 | 3.5% | 16.2% | 9.0% | 2.0% | x | 3.3% | -7.7%
NC(=O)C1CCN(CC(=O)N2N=CCC2c2ccccc2)CC1 (stereo not given) | -2.6% | -26.2% | 4.5% | -1.9% | x | 5.5% | 0.0%
CCc1cc2cc(C)ccc2nc1SCC(=O)Nc1cc(C)on1 | u | u | -1.7% | -3.4% | -6.6% | -7.5% | -2.3%
Cc1cc(N)n(-c2nc(-c3cccnc3)nc3ccccc23)n1 | -0.4%[38.3 µM] | -2.9%[46.1 µM] | -3.1% | 4.4% | u | -3.0% | 0.0%
Nc1ccc2nc(C3CCCCC3)[nH]c2c1 | 10.1% | -19.9% | -2.5% | -3.7% | x | -3.9% | 2.6%
C/C=C(/C)C(=O)Nc1cccc(C2=NOC3(C2)C[C@@H](C(N)=O)N(C(=O)C2(C)CC2)C3)c1 (stereo not given in full) | x | 19.2% | -0.1% | x | x | 10.1% | -0.7%
O=C(O)COc1ccccc1/C=N/NC(=O)CN1CCN(Cc2ccccc2Cl)CC1 | x | 56.1% | 0.9% | x | x | 6.1% | -2.4%
CCN1CCCc2cc(CN(CCN3CCOCC3)C(=S)Nc3ccc(OC)c(OC)c3)ccc21 | u | -15.3% | -7.3% | -0.4% | 7.6%[46 µM] | 6.1% | 9.6%
O=C(NCCc1ccc(F)cc1)c1n[nH]c2ccccc12 | 0.0% | -11.5% | 8.5% | 2.9% | x | -1.5% | -2.5%
COC(=O)c1ccc(N)cc1O | 23.5%[38.3 µM] | 0.7%[46.1 µM] | -1.8% | -3.8% | 16.1% | 1.1% | 10.9%
Cc1ccc(S(=O)(=O)N(CC2CO2)c2ccccc2[N+](=O)[O-])cc1 (stereo not given) | 10.4% | -4.2% | 1.0% | -0.7% | -8.5%[46 µM] | -0.2% | 1.0%
Cc1ccc2c(c1)COc1c3ccc(C(=O)NCCO)cc3nn1-2 | x | 2.6% | -6.5% | x | x | 2.6% | -1.1%
N/C(Cc1ccc([N+](=O)[O-])cc1)=N\OC(=O)c1ccc2ccccc2c1 | 38.3%[activator][38.3 µM] | u | -29.3% | -2.1% | 19.6% | u | 6.4%
Cc1ccccc1-c1cnn(-c2cccc([N+](=O)[O-])c2)c1N | 7.4% | 0.2% | -7.7% | 2.8% | x | 6.3% | 0.1%
CCOC(=O)c1cc(CC)sc1NC(=O)CCC(=O)O | -1.1%[38.3 µM] | -27.5%[46.1 µM] | 6.0% | -2.4% | 1.6% | 11.1% | 6.6%
CSc1ccc(Cl)c(C(=O)NCC(C)C)c1 | 19.0%[38.3 µM] | -4.4%[46.1 µM] | 6.7% | -0.2% | -11.9% | -4.3% | -2.1%
COC(=O)c1cccnc1Oc1ccccc1 | x | -5.1% | -19.1% | x | x | 14.7% | 1.1%
C=CCn1c(N2CCCC2)nc2c1c(=O)[nH]c(=O)n2C | -3.4%[38.3 µM] | -8.5%[46.1 µM] | -3.4% | 14.0% | -6.8% | 1.5% | -0.1%
CCOC(=O)CNc1cccc(C(F)(F)F)c1 | -1.2% | 12.8% | -0.2% | -0.8% | -5.8%[46 µM] | -6.2% | -2.6%
CNC(=S)N(Cc1ccc(OC)cc1)Cc1cc2cccc(C)c2[nH]c1=O | 1.8% | -4.3% | -0.8% | 1.0% | x | -8.6% | 0.5%
Cc1ccc(NC(=S)N/N=C/c2cccn2Cc2ccccc2F)cc1 | x | -6.2% | -10.4% | x | x | -3.1% | -0.6%
CCOC(=O)C1C(=O)OC(C)(C)C1C(CC)C(=O)c1c(C)cc(C)cc1C (stereo not given) | x | -26.5% | 27.8% | x | x | -5.5% | 0.4%
CCOCCCNS(=O)(=O)c1ccc(NC(=O)C2CC(=O)N(c3ccc(C)cc3)C2)cc1 (stereo not given) | 4.1% | -7.3% | 14.7% | 4.0% | 6.6%[46 µM] | 10.0% | -1.9%
CC(=O)c1cccc(S(=O)(=O)N(Cc2cc3cc4c(cc3[nH]c2=O)OCCO4)CC2CCCO2)c1 (stereo not given) | -0.6%[38.3 µM] | -15.8%[46.1 µM] | 4.1% | -3.3% | -1.5% | 8.1% | -1.2%
CCOC(=O)CC(NC(=O)CCc1c(C)nc2nc(C)nn2c1C)c1ccc(OC(C)C)cc1 (stereo not given) | 1.5% | 21.8% | 4.4% | 0.5% | x | -2.9% | 8.2%
Cc1ccc(NC(=O)C(C)NC(=O)OCc2ccccc2)cc1C (stereo not given) | x | -23.8% | 3.2% | x | x | -0.3% | 1.5%
CC(=O)Nc1ccc(C(=O)n2nc(C)cc2C)cc1 | -0.9%[38.3 µM] | 3.7%[46.1 µM] | 4.0% | -0.6% | -2.8% | -4.8% | -2.0%
COc1cccc(-c2cc(C(=O)NCCCn3ccnc3)c3ccccc3n2)c1 | 5.4% | 10.8% | -2.2% | -1.7% | -11.2% | -1.5% | 0.0%
COc1ccc(-c2ccc(S(=O)(=O)N3CCCC3)cc2)cc1 | 18.6% | -11.6% | 9.5% | -0.7% | x | -8.0% | 0.0%
O=[N+]([O-])c1nn(-c2ccc3c(c2)OCCO3)n(O)c1=NC1CCCCC1 | 23.8%[38.3 µM] | -2.4%[46.1 µM] | u | -0.7% | u | 1.7% | -0.5%
CN1CCN(C(=O)c2c(O)c3cccc4c3n(c2=O)CCC4)CC1 | -0.4%[38.3 µM] | -1.0%[46.1 µM] | -4.3% | 6.9% | 7.2% | 5.9% | -1.4%
Cc1ccc(NC(=S)NC(NC(=O)Cc2cccc3ccccc23)C(Cl)(Cl)Cl)cc1 (stereo not given) | 16.1%[38.3 µM] | u | 2.5% | -5.7% | u | 6.9% | 15.3%
COc1ccc(C2=NOC(C(=O)NCc3ccccn3)C2)cc1 (stereo not given) | 1.9%[38.3 µM] | 3.5%[46.1 µM] | 0.9% | -2.0% | 0.0% | -21.5% | -1.0%
O=C(O)/C=C/C(=O)Nc1cccc(C(F)(F)F)c1 | -2.9% | 17.1% | 0.5% | 4.6% | -5.6% | 13.9% | 0.0%
Cc1ccccc1OCC(=O)N/N=C/C=C/c1ccccc1 | -3.1% | -7.7% | -3.8% | 0.5% | 11.4%[46 µM] | 3.5% | 1.3%
COC(=O)NCN1C(=O)C2C3C=CC(C3)C2C1=O (stereo not given) | -13.4% | 23.6% | 0.4% | -0.1% | x | -10.4% | -1.2%
CCCn1c(C)cc(C(=O)COC(=O)CN=C2NS(=O)(=O)c3ccccc32)c1C | 1.8% | -4.1% | 4.1% | -2.1% | 2.4% | -4.7% | -1.3%
Cc1cccc2cc(C#N)c(NCCNC(=S)NCCCN3CCOCC3)nc12 | 25.3% | 12.0%[46.1 µM] | 3.6% | 6.6% | -13.6% | 4.0% | -4.6%
CS(=O)(=O)c1ccc(Sc2nc3ccccc3[nH]2)c([N+](=O)[O-])c1 | 5.9%[38.3 µM] | -8.2%[46.1 µM] | -2.8% | -2.2% | 1.4% | 1.9% | -1.2%
O=C(N/N=C/c1ccccc1OC(F)F)c1cc(-c2ccncc2)nc2ccccc12 | 13.1% | 8.1% | -4.7% | -4.2% | u | -2.0% | 3.0%
Cc1ccc(SCC(=O)N=C2NC(=O)CS2)cc1 | 5.1% | 19.2% | 6.3% | x | x | -3.4% | 0.9%
CCC(C)(C(=O)NC1CCCCC1)N(Cc1ccco1)C(=O)c1cnccn1 (stereo not given) | 38.6%[38.3 µM] | -6.5%[46.1 µM] | 12.3% | 0.8% | 10.3% | 0.2% | -1.0%
CCOc1ccc2nc(NC(NC(=O)CC)(C(=O)OC)C(F)(F)F)sc2c1 (stereo not given) | 1.5%[38.3 µM] | -6.4%[46.1 µM] | -0.5% | -0.3% | 4.5% | 1.9% | 2.4%
CCOC(=O)c1c(NC(=O)C[n+]2ccc(Cc3ccccc3)cc2)sc(C)c1C | 12.1% | -27.0% | -17.2% | -2.6% | -22.4%[9.22 µM] | -6.6% | -1.1%

Compound profiles (already shown). Order of screens: IMPase Li cell, NPSR antagonist, CBFb-RUNX1 inh, KinaseGlo FLuc, Lamin A splicing, aGal spleen mod, Epigenetic reg
Record of `O=C(N/N=C/c1ccccc1OC(F)F)c1cc(-c2ccncc2)nc2ccccc12` → 13.1%, 8.1%, -4.7%, -4.2%, u, -2.0%, 3.0%
Record of `COC(=O)c1ccc(N)cc1O` → 23.5%[38.3 µM], 0.7%[46.1 µM], -1.8%, -3.8%, 16.1%, 1.1%, 10.9%
Record of `Cc1cc(N)n(-c2nc(-c3cccnc3)nc3ccccc23)n1` → -0.4%[38.3 µM], -2.9%[46.1 µM], -3.1%, 4.4%, u, -3.0%, 0.0%
Record of `Fc1ccc(-c2nc3c(-c4ccc(Cl)cc4)cnn3cc2CCN2CCOCC2)cc1` → 3.5%, 16.2%, 9.0%, 2.0%, x, 3.3%, -7.7%
Record of `CCC(C)(C(=O)NC1CCCCC1)N(Cc1ccco1)C(=O)c1cnccn1` (stereo not given) → 38.6%[38.3 µM], -6.5%[46.1 µM], 12.3%, 0.8%, 10.3%, 0.2%, -1.0%

Some of the compounds tested; the hit share may differ from the screen's.
